Compound activity: PubChem, several laboratories
GC-A act – GC-A (human) enzyme activation; AID 1671463; 0.14% of 370,000 active; P16066; activation, % at 10 µM; HEK293 GC-A cells, cGMP TR-FRET, EC30 ANP; 0% at EC30 ANP, 100% saturating ANP; in the data active = activation above about 40%
GAA850 FXN act – activators of GAA850 frataxin (FXN) promoter; HEK293 lucGAA850 FXN promoter luciferase reporter, 24 h; percent of 10 µM SAHA response; activation, % at 6 µM; 0.56% of 360,000 active; AID 540364;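 active = activation above the average of all compounds screened plus 3 SD, cutoff fixed separately per campaign, cut at about 7.5% in these data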;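 note: 0% = DMSO wells and 100% = 10 µM SAHA wells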
hcDAF12 agonist – H. contortus DAF-12 activation, primary screen. AID 652067. activation, % at 6.8 µM. 1.4% of 370,000 active. HEK293 hcDAF-12 lit1-tk-luc reporter, luminescence; 0% DMSO, 100% Δ7-dafachronic acid;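 active = activation above the mean of all tested compounds plus 3 SD, cut at about 5.5% in these data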;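 note: 100% = response to 3 µM Δ7-dafachronic acid high control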
SMARCA2 activ – increases SMARCA2 function in MMTV reporter cells; MG213 cells, MMTV-luciferase reporter, dexamethasone, overnight; activation, % at 9.1 µM; 1% of 370,000 active; AID 652017; in the data active = activation above about 7.8%;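 note: 0% = vehicle wells and 100% = reference activator wells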
DAX1 inh-1 – NR0B1 (DAX1) inhibition; HEK293 Gal4-DAX1 luciferase reporter, luminescence; P51843; AID 504766; 0.99% of 340,000 active; inhibition, % at 6.75 µM;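 active = inhibition above the mean over all tested compounds plus 3 SD, cut at about 4.2% in these data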;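 note: 0% = DAX1-transfected cells with DMSO and 100% = empty-vector control cells with DMSO; inhibition shows as a rise in luminescence from relieved DAX1 repression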
Target sequence (P51843 207-470 limits assumed): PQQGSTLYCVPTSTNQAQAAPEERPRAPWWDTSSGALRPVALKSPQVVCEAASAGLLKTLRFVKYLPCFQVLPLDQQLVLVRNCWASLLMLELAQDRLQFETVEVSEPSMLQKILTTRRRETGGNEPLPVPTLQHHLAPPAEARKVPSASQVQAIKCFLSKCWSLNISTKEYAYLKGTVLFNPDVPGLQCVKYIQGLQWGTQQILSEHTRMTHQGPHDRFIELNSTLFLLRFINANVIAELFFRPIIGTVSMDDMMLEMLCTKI
DAX1 inh-2 – inhibitors of DAX1 repression of SF-1 activated StAR promoter. HEK293T StAR-luciferase reporter, SF-1/DAX-1 repression relief. inhibition, % at 6.8 µM. 1.1% of 370,000 active. AID 652010;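 active = inhibition above the mean over all tested compounds plus 3 SD, cut at about 3.6% in these data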;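 note: 0% = DAX-1 cells with DMSO and 100% = cells lacking DAX-1 with DMSO; higher inhibition means more luminescence from relief of DAX-1 repression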
ADAM10 inh – inhibits human ADAM10; O14672; recombinant ADAM10, EDANS/DABCYL FRET peptide cleavage, 3 h; inhibition, % at 7 µM; 0.62% of 370,000 active; AID 720582;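 active = inhibition above a per-campaign cutoff equal to the mean of compounds falling between control-based bounds plus 3 SD, cut at about 20% in these data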;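 note: 0% = DMSO wells while the 100% control is not disclosed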
GC-B act – GC-B (human) receptor activation | HEK293-GC-B cells, CNP EC30, cGMP TR-FRET; 0% at EC30 CNP, 100% saturating CNP | AID 1920062 | 0.11% of 370,000 active | activation, % at 10 µM;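 active = activation at 10 µM reaching about 35% in either raw or pattern-adjusted values, limit read from the data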
hgDAF-12 ag – activates the H. glycines DAF-12 receptor ligand-binding domain | activation, % at 6.8 µM | 1.8% of 370,000 active | AID 687014 | HEK293 GAL4-hgDAF12 UAS-luciferase reporter, agonist luminescence; normalized to butyrate control;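 active = activation above a cutoff set at the mean of all screened compounds plus 3 SD, cut at about 10% in these data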;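 note: 0% = DMSO wells and 100% = sodium butyrate wells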
ssDAF12 agonist – activators of S. stercoralis DAF-12 nuclear receptor | AID 652126 | HEK293 ssDAF-12/GRIP1 lit1-tk-luc reporter, luminescence; % of 3 µM dafachronic acid response | activation, % at 6.8 µM | 1% of 370,000 active;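 active = activation above the mean over all tested compounds plus 3 SD, cut at about 0.9% in these data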;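 note: 0% = DMSO-only wells and 100% = 3 µM delta7-dafachronic acid wells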
HGIII-sPLA2 inh – Blocks human group III sPLA2 activity; Q9NZ20; inhibition, % at 12.2 µM; 0.56% of 370,000 active; QFRET BODIPY PC-A2 liposome hydrolysis, fluorescence;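 active = inhibition above mean plus 3 SD of compounds lying within the high and low control bounds, cut at about 19% in these data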;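 note: 0% = median of test compound wells and 100% = no enzyme DMSO wells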
Target sequence (Q9NZ20 whole entry, looked up): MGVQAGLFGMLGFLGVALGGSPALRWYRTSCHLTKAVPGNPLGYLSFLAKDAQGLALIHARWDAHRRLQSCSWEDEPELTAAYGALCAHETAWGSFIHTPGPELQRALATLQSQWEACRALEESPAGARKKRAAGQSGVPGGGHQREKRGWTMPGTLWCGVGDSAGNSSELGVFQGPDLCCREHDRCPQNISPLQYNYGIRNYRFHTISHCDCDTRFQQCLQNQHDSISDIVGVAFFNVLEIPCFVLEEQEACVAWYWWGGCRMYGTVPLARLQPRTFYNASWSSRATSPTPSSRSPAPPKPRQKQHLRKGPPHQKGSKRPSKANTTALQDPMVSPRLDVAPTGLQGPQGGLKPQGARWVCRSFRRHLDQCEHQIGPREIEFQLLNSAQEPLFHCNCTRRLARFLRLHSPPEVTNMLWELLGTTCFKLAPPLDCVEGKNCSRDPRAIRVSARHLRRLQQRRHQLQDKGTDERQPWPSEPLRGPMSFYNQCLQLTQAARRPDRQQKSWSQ
Starred values were filed as active, the others as inactive; / = not tested or not shown.

SMILES | GC-A act | GAA850 FXN act | hcDAF12 agonist | SMARCA2 activ | DAX1 inh-1 | DAX1 inh-2 | ADAM10 inh | GC-B act | hgDAF-12 ag | ssDAF12 agonist | HGIII-sPLA2 inh
C/C(=N\NC(=O)c1cccnc1)c1ccc(-n2ccnc2)cc1 | -0.9 | 1.9 | 3.4 | 5.2 | 2.5 | -0.1 | -0.1 | 4.3 | 1.0 | -1.1 | 2.3
N#C/C(=C\c1ccc(-c2ccc([N+](=O)[O-])cc2Br)o1)C(=O)N1CCN(c2ccccc2)CC1 | -1.1 | 0.4 | -1.3 | -1.4 | -1.2 | 0.1 | -1.4 | 2.0 | 0.0 | -1.7 | 1.2
COCCn1nnnc1CN1CCN(c2cccc(C(F)(F)F)c2)CC1 | 0.8 | -0.2 | -1.6 | 0.4 | -1.1 | -0.2 | 5.0 | 0.7 | 0.1 | -1.1 | 7.7
COc1ccc(NC(=O)CSc2nnnn2C2CC2)cc1S(=O)(=O)N1CCOCC1 | 4.8 | 2.1 | -1.5 | -0.6 | 0.0 | 0.2 | -6.5 | 3.9 | -0.4 | -1.3 | -3.9
COc1ccc(C(C)=NNc2ccc([N+](=O)[O-])cc2S(=O)(=O)Nc2ccccc2C(=O)O)c(OC)c1 | -7.2 | 1.5 | -0.5 | 0.8 | -1.0 | 0.2 | -8.2 | 7.3 | -1.6 | -1.6 | -15.9
O=C(NCC1CC1)c1cc([N+](=O)[O-])cc([N+](=O)[O-])c1 | -1.1 | 0.8 | -1.2 | -2.5 | 0.8 | -0.6 | -6.0 | -0.5 | -1.7 | -1.9 | 9.5
Cc1ccc(NC(=O)CCC(=O)NNC(=O)/C=C/C(=O)O)c(C)c1 | 4.2 | 1.3 | -2.6 | -1.1 | -1.7 | -0.1 | 2.7 | 4.6 | 3.7 | -1.4 | 5.6
COc1ccc(C2C3=C(CC(C)(C)CC3=O)Oc3ncn(CCO)c(=N)c32)cc1OC (stereo not given) | 0.8 | 1.3 | -1.0 | -1.1 | 0.0 | -0.3 | -4.5 | 3.7 | -1.0 | -1.5 | 8.0
CC1(C)CC2=C(CO1)C(=S)NC(c1ccccc1)N2CC1CCCO1 (stereo not given) | -5.3 | -0.8 | -1.4 | -1.9 | -0.1 | -0.1 | -24.9 | -2.7 | -1.7 | -1.2 | 10.4
CC(=O)c1ccc(S(=O)(=O)Oc2ccc(C(=O)O)cc2Cl)cc1 | 0.8 | 1.3 | 1.2 | 0.0 | 0.5 | 0.4 | -17.5 | 1.3 | 2.4 | -1.6 | -3.5
Cn1ncc2c1ncn1nc(COc3ccc4ccccc4c3)nc21 | -8.0 | -2.8 | -0.7 | 1.9 | 2.5 | -0.2 | 9.2 | -6.0 | 2.3 | -1.1 | 1.4
COc1ccc(CNC(=O)C[C@H]2C[C@H](C(=O)N3CCCCC3)[C@@]3(C)c4[nH]c5cc(-c6ccco6)ccc5c4CCN3C2=O)cc1OC | -5.8 | -1.5 | -3.0 | -1.8 | -1.1 | -1.1 | -243.7 | -0.3 | -3.1 | -1.7 | -14.4
CCOC(=O)C1CCN(CC(C)(C)NS(=O)(=O)c2ccc(C)cc2)CC1 | -0.8 | 1.3 | 0.5 | -3.1 | -1.2 | -0.1 | -0.3 | 5.4 | -2.2 | -1.5 | -0.5
CC(NC(=O)C12CC3CC(C)(CC(C)(C3)C1)C2)c1ccncc1 (stereo not given) | -0.8 | 7.6 | -1.8 | -1.1 | -0.3 | -0.3 | -7.4 | 4.2 | -1.1 | -1.3 | -2.2
C=CCN(c1ccc(F)cc1)S(=O)(=O)c1cc(C(=O)NC2CC2)ccc1Cl | -5.1 | -0.9 | 0.2 | -3.5 | -0.2 | -0.4 | -11.2 | -2.2 | 0.5 | -1.9 | 5.4
O=C(O)c1ccc(N=NN2CCCCCC2)cc1 | -4.5 | 4.9 | 4.2 | 0.8 | 1.7 | 3.2 | -4.7 | -5.8 | 10.6* | 0.2 | 16.0
Nc1c(N(CCO)C(=O)C2CCCC2)c(=O)[nH]c(=O)n1Cc1ccccc1 | 2.4 | 1.4 | -1.5 | -2.2 | 0.8 | -0.4 | -6.7 | 2.3 | 3.0 | -0.9 | 3.0
CC(C)CN(C(=O)CCc1ccccc1)c1c(N)n(CC(C)C)c(=O)[nH]c1=O | -2.4 | 1.3 | 1.1 | 0.2 | 2.9 | -0.3 | -0.1 | 2.0 | 1.2 | -1.2 | 19.1
O=C(Nc1ccccc1)c1ccc(NCC2CCCO2)c(S(=O)(=O)N2CCOCC2)c1 (stereo not given) | 3.4 | -2.4 | -2.5 | -2.2 | 1.3 | 0.3 | 6.0 | 3.9 | -0.6 | -1.5 | -7.9
CCOc1ccccc1NC(=O)COC(=O)CCOc1cc(C)ccc1C | -5.8 | -2.1 | 1.9 | -2.5 | 0.5 | 0.4 | 1.6 | -1.8 | 0.4 | -1.2 | -2.8
Cc1noc(C)c1NC(=O)Nc1ccc2c(c1)C(=O)N([C@H](C)CO)C[C@H](C)[C@@H](CN(C)S(=O)(=O)c1ccc(Cl)cc1)OCCCC[C@@H](C)O2 | 1.7 | 1.9 | -0.8 | -4.4 | 6.1* | 0.2 | -0.2 | 8.4 | -2.0 | -0.7 | -10.1
CCCC(NC(=O)c1c(C)noc1C)C12CC3CC(CC(C3)C1)C2 (stereo not given) | -5.2 | 1.8 | -2.5 | -2.9 | 0.7 | 0.5 | -0.5 | 3.0 | 1.8 | -1.4 | 3.0
Cc1ccc(C(=O)N2CCN(c3cc(=O)[nH]nc3-c3ccccc3)CC2)cc1 | -3.2 | -0.9 | 0.6 | -1.0 | -0.6 | -0.2 | -4.0 | -2.2 | -0.3 | -1.5 | -7.5
Cc1cc(C)n2nc(SCc3ccccc3C(=O)O)nc2n1 | -3.6 | 0.5 | 0.6 | -1.7 | 1.9 | 0.8 | -0.4 | 1.4 | -0.4 | -0.8 | 6.2
O=C1CSC(c2ccccc2F)N1 (stereo not given) | 0.8 | 0.7 | 3.2 | 0.2 | 0.2 | 1.9 | -0.5 | 3.9 | 5.7 | -0.5 | 3.1
CCC(C(=O)Nc1cccc(OC)c1)n1nc(C)c2c(C)n(-c3ccccc3)nc2c1=O (stereo not given) | -4.9 | -2.4 | -2.2 | -3.6 | 1.6 | -2.8 | -15.7 | -4.1 | -1.3 | -1.5 | 11.1
O=C(NCC(=O)N(c1cccnc1)C(C(=O)NC1CCCC1)c1ccccc1)c1ccco1 (stereo not given) | -2.3 | 2.9 | -1.5 | -1.4 | 0.3 | 0.2 | -0.2 | -0.5 | 1.7 | -0.9 | -2.3
NCCNc1ccc([N+](=O)[O-])c(Sc2nc3ccccc3[nH]2)c1 | 0.9 | 0.2 | 2.2 | -3.6 | -0.8 | -0.1 | 4.7 | 7.5 | 0.1 | -0.5 | 0.2
COc1ccc(CC(=O)NNC(=O)CCc2ccccc2)cc1 | -1.8 | 0.5 | -0.6 | -3.3 | 1.1 | 0.3 | 0.2 | -5.8 | 1.4 | -1.4 | 5.8
COc1cc(C(=O)NC(C)Cc2ccccn2)ccc1OC1CCN(C(C)=O)CC1 (stereo not given) | 0.9 | -1.1 | -0.6 | -3.3 | -0.1 | -0.3 | -2.8 | 1.1 | -0.4 | -1.2 | 0.2

Quoted from the listing.
`Nc1c(N(CCO)C(=O)C2CCCC2)c(=O)[nH]c(=O)n1Cc1ccccc1` @ SMARCA2 activ = -2.2
`NCCNc1ccc([N+](=O)[O-])c(Sc2nc3ccccc3[nH]2)c1` @ DAX1 inh-1 = -0.8

Carrying on:
SMILES | GC-A act | GAA850 FXN act | hcDAF12 agonist | SMARCA2 activ | DAX1 inh-1 | DAX1 inh-2 | ADAM10 inh | GC-B act | hgDAF-12 ag | ssDAF12 agonist | HGIII-sPLA2 inh
O=C(OC12CCCN(C1)/C(=C/c1ccc(Cl)cc1)C2)c1ccco1 (stereo not given) | -0.8 | / | -2.4 | -4.9 | / | 0.5 | -7.8 | 0.9 | -2.6 | -1.4 | 7.9
C/C=C/c1ccc(OCC(O)CNCCc2ccc(OC)cc2)c(OC)c1 (stereo not given) | -13.7 | 1.6 | -2.6 | -3.7 | 0.9 | 0.2 | -7.0 | -10.5 | -0.7 | -0.8 | 0.1
CNC(=O)c1nc(C)n(-c2cc(Cl)ccc2Cl)n1 | 0.5 | 0.1 | -1.0 | -6.0 | -0.9 | -0.6 | -8.1 | -2.8 | -2.1 | -1.1 | 7.0
CCOc1ccc(C(=O)N2CCN(c3ccccc3)CC2)cc1OCC | 1.4 | 3.1 | -0.7 | 6.0 | 0.9 | -0.6 | 13.0 | 2.2 | -0.6 | -1.3 | 1.6
Cc1ccc2c(c1)N(CCC(=O)NCCCN1CCCC1)C(=O)C(C)O2 (stereo not given) | 3.6 | 2.8 | 1.1 | 0.0 | -0.4 | 0.5 | -6.8 | 5.2 | 0.7 | -1.1 | -2.5
CC1CCCN(S(=O)(=O)c2ccc3c(c2)OCCO3)C1 (stereo not given) | 1.6 | 0.8 | -2.0 | -0.8 | 0.5 | 0.5 | -13.2 | -1.6 | 1.0 | -1.8 | 5.5
COc1cc(NS(=O)(=O)c2c(C)[nH]c(C)c2C(=O)N2CCCCC2)cc(OC)c1OC | -2.8 | 5.0 | -2.6 | 2.6 | 0.1 | 0.2 | -3.9 | -6.1 | 2.8 | -1.3 | 2.1
Cc1cc(C)c(S(=O)(=O)NCc2cn3ccccc3n2)c(C)c1 | -5.4 | 0.9 | -0.9 | 5.8 | -0.6 | -0.6 | -1.1 | -2.2 | -1.2 | -0.3 | 6.3
COc1ccc(/C(O)=C2\C(=O)C(=O)N(CCN(C)C)C2c2cccc(OC)c2OC)cc1Cl (stereo not given) | 3.2 | -2.3 | 0.3 | -0.7 | 2.4 | 0.1 | 4.9 | 2.6 | 0.9 | -0.9 | 3.5
Cc1nc2ccccn2c1C(=O)NC1CCCc2ccccc21 (stereo not given) | 0.4 | 0.5 | -3.9 | -6.3 | -3.6 | -3.2 | -11.0 | 5.7 | -2.8 | -2.0 | 4.6
CC(C)c1cc(C(=O)NCc2ccc(F)cc2)c(N)s1 | 0.5 | / | -0.2 | -5.3 | / | -0.7 | -23.7 | 3.8 | -0.7 | -0.8 | 21.2*
O=C(CCCC(=O)OCC(=O)NC1CCCC1)Nc1ccccn1 | -4.0 | 2.6 | -1.0 | -0.2 | 2.0 | -0.9 | 1.1 | 2.6 | 1.6 | -1.5 | 10.1
O=C(O)c1cccc(CSc2nnc(-c3ccc(Cl)cc3)o2)c1 | -0.8 | -6.1 | -5.5 | -6.4 | -2.5 | -1.3 | -0.4 | -1.7 | -8.5 | -2.7 | 5.7
CCN1C/C(=N\S(=O)(=O)/N=C2\CN(CC)C(=O)N2CC)N(CC)C1=O | 2.5 | -0.6 | -0.5 | -2.4 | 1.8 | 0.2 | 4.7 | 0.3 | 0.7 | -1.4 | -29.3
Cc1ccccc1NC(=O)Cc1nc(CCl)cs1 | 0.4 | 0.3 | 1.6 | -2.9 | 0.2 | 0.5 | -1.0 | 2.2 | 1.1 | -0.9 | 2.2
